12-LOX inh: Primary qHTS assay for inhibitors of human arachidonate 12S-lipoxygenase (ALOX12): Round 2 | Polyunsaturated fatty acid lipoxygenase ALOX12 (Homo sapiens), P18054 | purified 12hLO, xylenol orange hydroperoxide absorbance | Potency, µM (top dose mostly 108 µM), for inactives: top-dose activity change, negative = inhibition, usual class: inhibitors | actives 1.1% (n = 580,000); note: potency is the fitted concentration of half-maximal effect; % is set by controls: 0 for no effect and ±100 for the full control effect
Target sequence (P18054 whole entry, looked up): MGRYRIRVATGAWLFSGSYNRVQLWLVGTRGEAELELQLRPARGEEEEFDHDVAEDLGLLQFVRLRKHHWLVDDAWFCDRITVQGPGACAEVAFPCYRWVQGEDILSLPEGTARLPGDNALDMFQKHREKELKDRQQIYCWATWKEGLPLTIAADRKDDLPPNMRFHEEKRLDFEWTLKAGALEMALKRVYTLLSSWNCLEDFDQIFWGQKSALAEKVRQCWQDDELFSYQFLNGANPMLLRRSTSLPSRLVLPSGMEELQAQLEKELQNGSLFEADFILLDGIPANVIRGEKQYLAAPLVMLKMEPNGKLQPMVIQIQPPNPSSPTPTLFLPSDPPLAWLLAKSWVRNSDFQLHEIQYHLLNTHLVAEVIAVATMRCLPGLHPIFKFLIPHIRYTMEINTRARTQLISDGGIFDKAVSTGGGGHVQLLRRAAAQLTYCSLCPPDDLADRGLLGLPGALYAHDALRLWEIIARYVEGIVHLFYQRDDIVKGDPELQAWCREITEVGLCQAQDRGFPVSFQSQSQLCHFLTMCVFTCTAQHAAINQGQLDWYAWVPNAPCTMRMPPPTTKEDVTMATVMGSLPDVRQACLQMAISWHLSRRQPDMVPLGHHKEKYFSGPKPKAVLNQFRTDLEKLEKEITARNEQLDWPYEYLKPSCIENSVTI
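Purified human 12hLO (150 nM final) in 25 mM Hepes, 0.01% Triton X-100, pH 7.0 was preincubated 15 min at room temperature with compound. Then 40 uM arachidonic acid was added, 30 min. Hydroperoxide was read by Fe-XO absorbance ratio 573/405 nm.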
PI4K2A inh: qHTS for small molecular inhibitors of PI4K2A. actives 0.13% (n = 420,000). purified PI4K2A, ADP-Glo luminescence, 1 h; active compounds read low. activity change, negative = inhibition, % at 76.9 µM. AID 1346378, 2018. Phosphatidylinositol 4-kinase type 2-alpha (Homo sapiens), Q9BTU6; in the data active = activity change below about -50%; inconclusive = mostly about -30% to -49%;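 note: -100% = wells without enzyme as full effect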
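Compounds are screened against recombinant PI4K2A using PI as substrate and ATP, the latter dispensed at 300 microM. Reactions run one hour at ambient temperature before ADP-Glo detection; full inhibition defined by wells lacking enzyme.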
HP1b chromo inh: HTS for Inhibitors of HP1-beta Chromodomain Interactions with Methylated Histone Tails. AID 540317, 2011. AlphaScreen HP1-beta / biotin-H3K9me3 peptide binding. actives 0.56% (n = 390,000). Potency, µM (doses to about 114 µM), for inactives: top-dose activity change, negative = inhibition, hits mostly inhibitors; note: potency is the fitted concentration of half-maximal effect; nearly all actives have a fitted effect of over 70% in size; inactives centre near 23
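Compound inhibition of the preformed complex between 50 nM HP1-beta and 50 nM biotinylated H3K9me3 peptide was read by AlphaScreen. Buffer was PBS pH 7.4 with 0.01% Tween-20. Incubations ran 30 min at room temperature, with 10 ug/mL donor/acceptor beads.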
GLS inh: qHTS for Inhibitors of Glutaminase (GLS) | GLS enzymatic activity, qHTS titration | Potency, µM (series often up to 45.5 µM), without a hit: top-dose activity change, negative = inhibition, actives largely listed as inhibitors | actives 0.21% (n = 410,000) | AID 624170, 2012; note: potency is the fitted concentration of half-maximal effect; % is set by controls: 0 for no effect and ±100 for the full control effect
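hKGA; 45 mM KH2PO4 pH 8.2 + 0.02% Tween-20; cpd via pin tool; 1 mM Gln soln; GluOx/HRP/Amplex Red; RT 30 min; fluor. t0 & final.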
BAZ2B inh: qHTS Assay for Inhibitors of BAZ2B; Bromodomain adjacent to zinc finger domain protein 2B (Homo sapiens), Q9UIF8; AlphaScreen BAZ2B-H3K14Ac peptide displacement; Potency, µM (top dose mostly 114 µM), without a hit: at the top dose activity change, negative = inhibition, most hits filed as inhibitors; actives 4.4% (n = 360,000); AID 504333, 2011; note: potency is the fitted concentration of half-maximal effect; % is set by controls: 0 for no effect and ±100 for the full control effect; nearly all actives have a fitted effect of over 60% in size
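Inhibition is scored as reduced AlphaScreen emission. The BAZ2B/b-H3(5-23)K14Ac complex (50 nM each) in PBS pH 7.4, 0.01% Tween-20 meets compound (up to 110 uM) for 30 min at RT before bead addition.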
G9a inh: qHTS Assay for Inhibitors of Histone Lysine Methyltransferase G9a; Histone-lysine N-methyltransferase EHMT2 (Homo sapiens), Q96KQ7; G9a H3K9 monomethylation, AlphaScreen, 2 h; Potency, µM (titrated, usually from 102 µM), for inactives: at the highest dose activity, negative = inhibition, most hits filed as inhibitors; actives 8.8% (n = 350,000); AID 504332, 2011; note: potency is the fitted concentration of half-maximal effect; % is set by controls: 0 for no effect and ±100 for the full control effect; nearly all actives have a fitted effect of over 75% in size
Target sequence (Q96KQ7 913-1193 limits assumed): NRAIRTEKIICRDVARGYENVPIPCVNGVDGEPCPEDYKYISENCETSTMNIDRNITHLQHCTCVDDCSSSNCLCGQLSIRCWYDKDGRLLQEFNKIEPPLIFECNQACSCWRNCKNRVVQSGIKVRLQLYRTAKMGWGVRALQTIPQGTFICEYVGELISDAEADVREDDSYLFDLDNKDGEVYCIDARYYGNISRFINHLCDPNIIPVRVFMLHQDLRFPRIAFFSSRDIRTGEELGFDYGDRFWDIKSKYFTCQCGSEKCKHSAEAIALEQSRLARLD
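Enzyme 20 nM + cpd, 15 min RT; add b-H3K9 pep 500 nM / SAM 20 uM; 2 h RT; anti-H3K9me1 Ab 0.5 ug/mL + SA donor / anti-rabbit acceptor beads 20 ug/mL each, 10 min; AlphaScreen read.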
RGS4 inhibitor: Inhibitors of Regulator of G Protein Signaling (RGS) 4: qHTS; actives 0.039% (n = 390,000); Transcreener GDP fluorescence polarization, RGS4-accelerated GTP hydrolysis; AID 504845, 2011; Regulator of G-protein signaling 4 (Homo sapiens), P49798; Potency, µM (top dose mostly 114 µM), without a hit: top-dose activity change, negative = inhibition, usual class: inhibitors; note: potency is the fitted concentration of half-maximal effect; % is set by controls: 0 for no effect and ±100 for the full control effect; nearly all actives have a fitted effect of over 75% in size; some results filed as inactive show a strong effect at the top dose
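MLSMR compounds (23 nl, pin-transferred) preincubated 10 min at room temperature with a 500nM (2x) first reagent, then RGS4 at 900nM (2x) plus Transcreener GDP mix added; fluorescence polarization (620/688 nm) read before and after 90 min at 30 °C.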
JMJD2A Tudor: qHTS Assay for Inhibitors of JMJD2A-Tudor Domain; Lysine-specific demethylase 4A (Homo sapiens), O75164; AlphaScreen JMJD2A-Tudor / H3K4me3 peptide binding; Potency, µM (highest dose often 114 µM), without a hit: top-dose activity change, negative = inhibition, usual class: inhibitors; actives 4.4% (n = 390,000); AID 504339, 2011; note: potency is the fitted concentration of half-maximal effect; % is set by controls: 0 for no effect and ±100 for the full control effect; nearly all actives have a fitted effect of over 50% in size
ERG Ets-DNA blk: qHTS for Small Molecule Inhibitors of the ERG Ets/DNA interaction. Transcriptional regulator ERG (Homo sapiens), P11308. fluorescence polarization, His-ERG Ets domain / labelled DNA. Potency, µM (top dose mostly 76.9 µM), for inactives: at the top dose FP activity, negative = inhibition, usual class: inhibitors. actives 0.028% (n = 370,000). AID 624246, 2012; active = well fitted inhibition curve with a large enough effect in the polarisation, with a control signal flat; inconclusive = small, poorly fitted or top-dose-only effect, or effect the other way, or a change in a side signal; inactive = no such curve, though single readings can be large or run the other way; the % refers to the polarisation;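 note: polarization taken with two DNA probes labelled with fluorescein and Texas red; potency is the fitted concentration of half-maximal effect; % of control where 0% means no effect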
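His-tagged ERG Ets domain (1 uM in the protein solution; 300mM KCl, 50mM Tris-HCl, 1mM EDTA, 1mM DTT, pH 7.5) received compound, then a probe mix of 5 nM fluorescein-DNA and 100nM Texas-615-DNA. Fluorescence polarization was read for both dyes.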
An asterisk follows results filed as active; ? = inconclusive; · = no result given; [ ] = remark or other dose. Unless noted, calls come from the whole dose curve; as a rule, active = well fitted curve in the direction sought with a large enough effect; inconclusive = small, poorly fitted or top-dose-only effect, or another doubt; inactive = no such curve, though single readings can be large; an effect the other way counts as inactive or inconclusive. A portion of the library; rates above refer to the full screens.

A first look (four entries):
1: O=S(=O)(Nc1ccccn1)c1ccc(Br)cc1
2: O=[N+]([O-])c1ccc2c(c1)nc1n2CCSC1
3: O=C(O)C1CCN(S(=O)(=O)c2ccc(Cl)s2)CC1
4: COC(=O)/C(=C\Nc1ccc(Cl)cc1Cl)NC(=O)c1ccccc1

compound no. | 1 | 2 | 3 | 4
G9a inh | 26%[59 µM] | ? | · | ?
ERG Ets-DNA blk | 5% | 7% | -4% | -9%
JMJD2A Tudor | 1% | -11% | -10% | -10%
GLS inh | -2% | -1% | 9% | 5%
BAZ2B inh | -6% | -1% | · | -33%
PI4K2A inh | -4 | 3 | -1 | -11
RGS4 inhibitor | -24% | -3% | 15% | -18%
HP1b chromo inh | 72%[activator] | 2% | 16%[57 µM] | 23%
12-LOX inh | 0% | -9% | -11% | 53%[activator]

Main list, repeating the preview:
1: O=S(=O)(Nc1ccccn1)c1ccc(Br)cc1
2: O=[N+]([O-])c1ccc2c(c1)nc1n2CCSC1
3: O=C(O)C1CCN(S(=O)(=O)c2ccc(Cl)s2)CC1
4: COC(=O)/C(=C\Nc1ccc(Cl)cc1Cl)NC(=O)c1ccccc1
5: CCOc1cc(C2NC(=O)NC(C)=C2C(=O)NCc2ccccc2)c(Cl)cc1O (stereo unspecified)
6: CCN(CC(=O)NC(C)C)C(=O)c1cc(S(=O)(=O)N2CCCCC2)ccc1N1CCCCC1
7: COc1ccc(NC(=O)Cn2c(=O)c3cccn3c3ccccc32)cc1
8: Cc1cc(-c2csc(N)n2)c(C)n1CCc1ccccc1

compound no. | 1 | 2 | 3 | 4 | 5 | 6 | 7 | 8
G9a inh | 26%[59 µM] | ? | · | ? | -14% | · | -6%[59 µM] | ?
ERG Ets-DNA blk | 5% | 7% | -4% | -9% | 4% | 3% | 2% | 3%
JMJD2A Tudor | 1% | -11% | -10% | -10% | -12% | -19% | -9% | 45µM*
GLS inh | -2% | -1% | 9% | 5% | 20% | -11% | 8% | 0%
BAZ2B inh | -6% | -1% | · | -33% | 3% | · | -5% | 45µM*
PI4K2A inh | -4 | 3 | -1 | -11 | -3 | 13 | -1 | ?
RGS4 inhibitor | -24% | -3% | 15% | -18% | 14% | -9% | ? | ?
HP1b chromo inh | 72%[activator] | 2% | 16%[57 µM] | 23% | 25% | -2% | 5% | -18%
12-LOX inh | 0% | -9% | -11% | 53%[activator] | 5% | 2% | -1% | ?

9: CC(C)Oc1cccc(C(=O)Nc2ccc3oc(-c4ccccc4)nc3c2)c1
10: O=C(NCc1ccccc1)C1=C[C@@H](c2ccc(C(F)(F)F)cc2)C[C@@H](OCc2ccc(CO)cc2)O1
11: CC(=O)Nc1ccc(Sc2ccccc2C(=O)O)cc1
12: CC(C)N1CCc2c(sc(NC(=S)NC(=O)c3ccccc3)c2C#N)C1
13: C=C1[C@H]2O[C@H]2[C@@H](OC(C)=O)[C@@]2(C)[C@@H](OC(C)=O)C[C@@H](OC(C)=O)[C@@](C)(O)[C@@H]2[C@@H](OC(C)=O)[C@@]2(O)[C@@H](C)C(=O)O[C@H]2[C@H]1Cl
14: O=C(CCSc1nnc(-c2ccncc2)o1)Nc1ccccc1
15: CC(=O)c1cc2c(cc1F)C(C)(C)CCC2(C)C
16: CC(=O)c1sc(NC(=O)CN2C(=O)C3CCCCC3C2=O)nc1-c1ccccc1 (stereo unspecified)

compound no. | 9 | 10 | 11 | 12 | 13 | 14 | 15 | 16
G9a inh | -3%[59 µM] | ? | ? | 10µM* | · | -13%[59 µM] | · | -5%[12.7 µM]
ERG Ets-DNA blk | -1% | 8% | 3% | 2% | 4% | 3% | 2% | 1%
JMJD2A Tudor | -20% | -32% | 0% | ? | -9% | -1%[57.1 µM] | 9% | -18%
GLS inh | 3% | 2% | 5% | 0% | 3% | -7% | -4% | 34%[activator]
BAZ2B inh | 0% | -21% | -23% | ? | · | 5% | · | -8%
PI4K2A inh | -3 | 2 | -2 | 4 | -3 | -1 | 4 | -1
RGS4 inhibitor | -2% | -4% | 25% | ? | -9% | -10%[56.9 µM] | 0% | 3%
HP1b chromo inh | 26% | 12% | 15% | -19%[57 µM] | 44%[activator] | 40%[activator] | 72%[activator] | 36%
12-LOX inh | ? | ? | -22% | ? | ? | 0% | 0% | 4%

17: CCC(C(=O)NCCc1ccc(OC)cc1OC)n1nc(C)n2c(cc3occc32)c1=O (stereo unspecified)
18: CCOC(=O)C1=C(C)NC(=O)NC1c1ccc(Br)s1 (stereo unspecified)
19: CCCCCCSc1nnc2c(n1)OC(C)Nc1ccc(Br)cc1-2 (stereo unspecified)
20: Nc1nonc1-n1nnc(C(=O)N/N=C/c2ccccc2)c1CN1CCc2ccccc21
21: CC(C)(C)NC(=O)C(c1ccccc1)N(Cc1cccs1)C(=O)c1csnn1 (stereo unspecified)
22: O=C(COC(=O)COc1ccc(Cl)cc1Br)NC1CC1
23: Cc1ccc(-c2noc(C3CCCN(C(=O)c4c(F)cccc4F)C3)n2)cc1 (stereo unspecified)
24: CCCCNC(=O)c1ccc(CS(=O)(=O)Cc2ccccc2F)o1

compound no. | 17 | 18 | 19 | 20 | 21 | 22 | 23 | 24
G9a inh | · | -31%[59 µM] | ? | -23% | -47%[59 µM] | · | -5% | -35%[59 µM]
ERG Ets-DNA blk | 17% | 3% | 0% | -9% | -3% | 3% | -2% | 9%
JMJD2A Tudor | -18% | -22% | -32% | -27% | -2% | -1% | 1% | 6%
GLS inh | -5% | 3% | 12% | -7% | -8% | 2% | -4% | 1%
BAZ2B inh | -13% | -16% | -18% | ? | 6% | · | -6% | -22%
PI4K2A inh | 2 | 1 | 2 | -1 | -5 | 1 | 8 | 3
RGS4 inhibitor | 8% | 0% | -5% | -4% | -28% | 3% | -19% | 7%
HP1b chromo inh | 14% | 11% | 8% | 22% | 52%[activator] | 36% | 31%[activator] | 34%[activator]
12-LOX inh | 3% | 0% | ? | 0% | 0% | -13% | -8% | -9%

25: Cc1ccccc1-c1n[nH]c(=S)n1/N=C/c1ccc(-c2ccccc2Br)o1
26: CC1(C)CC(NC(=O)CCC2CCCC2)CC(C)(C)N1
27: CC(C)c1nc2ccc(C(=O)O)cc2[nH]1
28: CCc1cccc(C)c1NC(=O)C1=C(C(=O)O)CCCC1
29: Cc1cc(SCC(=O)c2ccc3c(c2)OCO3)nc2ccccc12
30: COc1ccc(OC)c(NC(=O)Cn2c(=O)n(Cc3ccco3)c(=O)c3cc(OC)c(OC)cc32)c1
31: Cc1ccc(OCC(=O)NNC(=S)NC(=O)c2ccc(Br)o2)c(C)c1
32: Fc1ccc(-n2c(-c3cccs3)nc3nc4ccccc4nc32)cc1

compound no. | 25 | 26 | 27 | 28 | 29 | 30 | 31 | 32
G9a inh | 13µM* | 6%[12.7 µM] | 9% | ? | ? | -7%[59 µM] | · | -10%[59 µM]
ERG Ets-DNA blk | 12% | 6% | · | 5% | -4% | 0% | 0% | 4%
JMJD2A Tudor | ? | -18% | -30% | -2% | -4% | -21% | ? | 2%
GLS inh | -8% | 10% | -13% | 10% | -4% | 0% | 13% | -14%
BAZ2B inh | ? | -1% | -3% | 14% | 9% | ? | -32% | -4%
PI4K2A inh | -1 | 3 | -2 | -4 | 0 | -3 | 2 | 0
RGS4 inhibitor | -43% | -19% | 11% | 22% | -23% | -4% | -22% | 12%
HP1b chromo inh | 9% | 32% | 12% | 41%[activator] | 54% | 20% | -10% | 37%
12-LOX inh | -17% | 0% | 12% | -12% | -23% | ? | · | 6%

33: CCC(C)(C)n1nnnc1CN1CCN(c2ccc(OC)cc2)CC1
34: COc1ccc(S(=O)(=O)N2CCC(C(=O)NC3CC3)CC2)cc1OC
35: COc1ccc(NS(=O)(=O)c2ccc(C)c(C(=O)N(C)CC(=O)Nc3cccc(OC)c3)c2)cc1
36: COC(=O)C1CSC(C(=O)OC)N1C(=O)Nc1ccc(Cl)c(Cl)c1 (stereo unspecified)
37: CC(C)COc1ccc(C(=O)Nc2onc3c2CCCC3)cc1

compound no. | 33 | 34 | 35 | 36 | 37
G9a inh | · | 49% | -36% | 1%[59 µM] | ?
ERG Ets-DNA blk | -19% | 7% | 3% | -11% | -2%
JMJD2A Tudor | -15% | -8% | -20% | 3% | -12%
GLS inh | 36%[activator] | 0% | 1% | -5% | 2%
BAZ2B inh | -10% | -3% | -32% | -2% | 34%[activator]
PI4K2A inh | 0 | 1 | -2 | -5 | -12
RGS4 inhibitor | -28% | 10% | 23% | -11% | -7%
HP1b chromo inh | 54%[activator] | 41%[activator] | 8% | 22% | 71%[activator]
12-LOX inh | -2% | 0% | -22% | -20% | -9%

High-throughput results (PubChem)
